Assay outcomes from PubChem.
T cell HTS = modulates CD8 T cell binding to vesicles | actives 0.068% (n = 330,000) | AID 2052 | calls only at 7 µM | 2C CD8+ T cell-vesicle binding, flow cytometry; stronger effect = lower value;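 active = response, share of CD8 T cells binding vesicles, and their 90th percentile fluorescence all below set limits, cut at about 80% in these data, passing the limit was not always enough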
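Also added: QL9-peptide-loaded Drosophila micro-vesicles bearing Ld, ICAM-1 and B7-1; Test system: purified 2C TCR transgenic mouse naive CD8+ T cells; Measured by: cytometric PE anti-B7-1 and Alexa647 anti-CD8 signals after 1% paraformaldehyde fixation; Timing: binding step 1.5 h, 37 °C, antibody labelling 20 min, ice.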
GPR55 antagonists = GPR55 antagonists blocking LPI-driven arrestin recruitment, primary screen, imaging, U2OS, beta-arrestin-GFP, LPI agonist (AID 2013). one-dose inhibition, % at 10 µM; IC50 in µM for titrated hits. actives 0.13% (n = 290,000). U2OS GPR55 beta-arrestin-GFP translocation imaging, LPI antagonism; higher % means a stronger effect;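 active = spots per cell inhibited over 60%, with over 100 cells counted and total cytoplasm intensity under 500,000; inconclusive = wells with under 100 cells, flagged as likely toxic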;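 also: U2OS cells stably carrying GPR55 and arrestin-GFP stimulated by 5 µM LPI near EC80; imaged beta-arrestin-GFP aggregate spots per cell after agonist stimulation; plate controls were LPI-stimulated DMSO wells for no effect and DMSO wells without LPI for full effect; some results filed as inactive read as strong as hits; confirmed hits need IC50 under 10 µM and bright autofluorescent wells are also inconclusive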
LYP inhibition = PTPN22 lymphoid phosphatase activity blockers – biochemical, fluorescence intensity, uHTS (AID 1779). recombinant LYP phosphatase, fluorescence intensity; higher % means a stronger effect. inhibition, % at 11.5 µM, or IC50 in µM where a hit was titrated. actives 0.054% (n = 290,000); in the data active = inhibition above about 50%;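 also: plate controls were vehicle with enzyme for no effect and no enzyme for full effect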
GPR35 antagonists = GPR35 antagonists blocking zaprinast-driven arrestin recruitment, primary screen, imaging, U2OS, beta-arrestin-GFP, zaprinast agonist (AID 2058); U2OS GPR35 beta-arrestin-GFP translocation imaging, zaprinast antagonism; higher % means a stronger effect; one-dose inhibition, % at 10 µM; IC50 in µM for titrated hits; actives 0.052% (n = 290,000);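 active = inhibition of at least 50% with at least 30 cells and total cytoplasm GFP at most 10,000,000; inconclusive = under 30 cells or total GFP of 10,000,000 plus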
Rac1 GTP hydrolysis = MgcRacGAP GTPase-activating activity inhibitors, confirmation, biochemical, ADP Hunter fluorescence | MgcRacGAP-stimulated Rac1 GTP hydrolysis, ADP Hunter fluorescence; higher % means a stronger effect; GST-tagged Rac1 F28L mutant substrate | one-dose inhibition, % at 30 µM; IC50 in µM for titrated hits | actives 0.6% (n = 340,000);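 active = first-screen hits whose inhibition reached a set limit at any dose in the follow-up dose series; inconclusive = inhibition above the set first-screen limit but never retested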;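 also: fluorescence reports GDP produced by GAP-driven GTP hydrolysis; strong numbers were not always called active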
Large T inhibition = TAg ATPase/helicase activity blockers – biochemical (AID 1903) | SV40 large T antigen ATPase/helicase inhibition assay; higher % means a stronger effect | inhibition, % at 20 µM; hits with a dose series show IC50 in µM | actives 0.39% (n = 310,000); in the data active = a potency from the dose series; inconclusive = inhibition mostly from about 32% at the one dose, without a potency; inactive = the rest, 99 in 100 with inhibition below about 32%; also: strong numbers were not always called active
NTR1 ag = agonists of NTR1, primary screen, imaging, U2OS cells, beta-arrestin-GFP, high content (AID 493036); NTR1-U2OS beta-arrestin-GFP spot imaging, agonist mode; actives 0.17% (n = 330,000); activation, % at 20 µM;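 active = activation at or above 40% of the spot to cytoplasm intensity ratio, with at least 20 cells analyzed; inconclusive = wells under 20 cells, flagged as cytotoxic or low count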;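 also: 0% = DMSO without peptide and 100% = 100 nM NTR1 peptide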
Target sequence (P30989 whole entry, looked up): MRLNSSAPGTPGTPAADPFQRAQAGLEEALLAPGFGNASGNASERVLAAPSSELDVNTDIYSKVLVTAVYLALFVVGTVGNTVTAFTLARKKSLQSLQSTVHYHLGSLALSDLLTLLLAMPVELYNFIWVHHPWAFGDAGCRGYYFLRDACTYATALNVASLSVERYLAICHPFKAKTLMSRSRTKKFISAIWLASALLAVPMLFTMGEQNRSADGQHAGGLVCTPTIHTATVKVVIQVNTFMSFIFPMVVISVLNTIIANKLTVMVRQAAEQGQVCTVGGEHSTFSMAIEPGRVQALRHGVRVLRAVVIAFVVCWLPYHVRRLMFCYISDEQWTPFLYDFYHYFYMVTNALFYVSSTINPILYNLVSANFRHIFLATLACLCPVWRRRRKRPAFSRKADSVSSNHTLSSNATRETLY
Hep lipid drop = modulators of hepatic lipid droplet formation; actives 0.4% (n = 240,000); inhibition, % at 6.5 µM; AML12 mouse hepatocytes, oleate lipid droplets, BODIPY imaging;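 active = lipid droplet intensity inhibited by at least 50%, with more than 500 cells counted; inconclusive = wells with under 300 cells, treated as cytotoxic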
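Assay system: AML12 mouse liver cells | Compound: 6.5 µM single-point dosing | Schedule: Overnight exposure | Technique: Fluorescence imaging, 20x objective, two fields per well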
GPR55 activation = GPR55 agonists via beta-arrestin recruitment, primary screen, imaging, U2OS cells, beta-arrestin-GFP redistribution (AID 1961); U2OS GPR55 beta-arrestin-GFP redistribution imaging; higher % means a stronger effect; one-dose activation, % at 10 µM; EC50 in µM for titrated hits; actives 0.048% (n = 290,000);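 active = activation above 40% with more than 50 cells counted in the well; inconclusive = wells holding fewer than 50 cells, flagged as toxic or sparse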;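 also: U2OS osteosarcoma cells stably expressing GPR55 and beta-arrestin-GFP; plate controls were DMSO negative control for no effect and LPI positive control for full effect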
Hep lipid drop cells 6.5 µM = further read-out of Hep lipid drop, marked with its call; cell count; measured here: cell count, cytotoxicity flag;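 cells counted across two imaged fields per well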
T cell HTS vesicle-bound % = also measured in T cell HTS; calls as there; double positive events, %; measured here: CD8+ vesicle-bound cell fraction;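 binding gate set so that unloaded-vesicle control wells show 10% double positive cells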
NTR1 ag cell count 20 µM = second read-out of NTR1 ag, no call of its own (marks repeat the call); cell count; measured here: cell count, cytotoxicity flag
* hit, by the source's call; i = inactive; u = inconclusive; x = no result given.

SMILES	T cell HTS	T cell HTS vesicle-bound %	GPR55 antagonists	LYP inhibition	GPR35 antagonists	Rac1 GTP hydrolysis	Large T inhibition	NTR1 ag	NTR1 ag cell count 20 µM	Hep lipid drop	Hep lipid drop cells 6.5 µM	GPR55 activation
O=C(c1cc(-c2ccccn2)nc2ccccc12)N1CCN(c2ncccn2)CC1	i	26	-9%	-2%	-6%	1%	10%	-0.5	37	-4	687	-0.5%
NC(=O)c1ccsc1NC(=O)Cc1ccc([N+](=O)[O-])cc1	i	46	11%	-6%	-4%	6%	9%	0.4	60	9	738	-0.3%
Cc1ccccc1N/N=C/c1c(C)nc2ccccn12	i	7	2%	-5%	-8%	11%	11%	6.2	36	23	817	-0.2%
N#CCSc1nc2c(cc1C#N)CCCC2	i	50	0%	4%	19%	3%	3%	0.5	69	x	x	0.7%
Cc1ccc(Cl)cc1NC(=O)c1cccc(OC(F)F)c1	i	47	2%	-2%	-2%	1%	9%	-1.6	45	9	790	-0.1%
COCCn1nnnc1C(c1ccccc1OC)N1CCN(c2ccccc2)CC1 (stereo not given)	i	47	2%	-4%	5%	4%	4%	-0.8	45	x	x	-0.1%
Cc1cc(Oc2ccc(=O)n(C)n2)nc(SCC(N)=O)n1	i	12	-3%	-8%	14%	-1%	18%	0.0	44	6	737	-0.1%
CCCN1Cc2cccc(C(=O)N3CCN(c4cc(Cl)ccc4C)CC3)c2C1=O	i	24	-9%	-3%	4%	-1%	6%	0.4	96	x	x	0.3%
Cc1ccc(Cl)c(OCC(=O)N2CCc3ccccc3C2)c1	i	46	-3%	-1%	-11%	9%	7%	1.4	66	-9	779	-0.2%
O=C(O)c1ccc(/C=N/Nc2cccc(C(F)(F)F)c2)cc1	i	26	5%	5%	4%	2%	7%	1.8	53	-4	668	0.5%
O=C(NC(=S)Nc1ccc(CN2CCCCC2)cc1)c1ccco1	i	45	-1%	-9%	6%	6%	6%	0.4	61	14	683	-0.1%
CCC(=O)Nc1sc2c(c1C(N)=O)CCN(C(C)=O)C2	i	45	-8%	-7%	-6%	6%	9%	0.0	84	1	778	-0.4%
Cc1ccc(-c2csc3ncnc(SCc4ccc(C(=O)O)cc4)c23)cc1	i	44	10%	-5%	0%	x	11%	3.3	48	0	627	0.2%
CCN1CCN(c2nc(Nc3cccc(F)c3)nc(N)c2[N+](=O)[O-])CC1	i	43	10%	-2%	1%	11%	10%	-0.3	38	28	745	1.2%
Cc1noc(C)c1S(=O)(=O)NCC(=O)O	i	47	-1%	2%	6%	-1%	1%	0.5	43	-9	659	-0.3%

Some of these compounds in order of molar mass, smallest number first.
SMILES	T cell HTS	T cell HTS vesicle-bound %	GPR55 antagonists	LYP inhibition	GPR35 antagonists	Rac1 GTP hydrolysis	Large T inhibition	NTR1 ag	NTR1 ag cell count 20 µM	Hep lipid drop	Hep lipid drop cells 6.5 µM	GPR55 activation
Cc1noc(C)c1S(=O)(=O)NCC(=O)O	i	47	-1%	2%	6%	-1%	1%	0.5	43	-9	659	-0.3%
Cc1ccc(Cl)c(OCC(=O)N2CCc3ccccc3C2)c1	i	46	-3%	-1%	-11%	9%	7%	1.4	66	-9	779	-0.2%
COCCn1nnnc1C(c1ccccc1OC)N1CCN(c2ccccc2)CC1 (stereo not given)	i	47	2%	-4%	5%	4%	4%	-0.8	45	x	x	-0.1%

Additional entries:
SMILES	T cell HTS	T cell HTS vesicle-bound %	GPR55 antagonists	LYP inhibition	GPR35 antagonists	Rac1 GTP hydrolysis	Large T inhibition	NTR1 ag	NTR1 ag cell count 20 µM	Hep lipid drop	Hep lipid drop cells 6.5 µM	GPR55 activation
COc1ccc(C(=O)N2c3ccccc3C=CC2C#N)cc1 (stereo not given)	i	48	8%	-2%	-3%	10%	-1%	0.4	97	-2	582	0.1%
CCC1CCCCN1CC(=O)c1c(C)[nH]c2ccc(OC)cc12 (stereo not given)	i	31	-8%	-3%	6%	10%	11%	0.5	47	-18	641	0.2%
O=S(=O)(c1cccc(-c2nc3n(n2)Cc2ccccc2-3)c1)N1CCCC1	i	32	-9%	-4%	17%	1%	-10%	1.1	56	x	x	-0.1%
O=[N+]([O-])c1ccccc1S(=O)(=O)Nc1ccn(Cc2c(F)cccc2Cl)n1	i	37	8%	-10%	1%	8%	13%	1.0	64	-10	725	-0.1%
Cc1noc(C)c1C(=O)NC1CCCc2ccccc21 (stereo not given)	i	52	-4%	0%	-9%	10%	8%	1.1	56	1	678	-0.1%
C=CCOC(=O)CC(NC(=O)c1ccccc1)c1ccccc1 (stereo not given)	i	54	-2%	-10%	-7%	2%	7%	0.3	80	-15	691	-0.1%
COc1ccc(-c2nc(NC(=O)c3cc(C(C)(C)C)nn3C)sc2C)cc1	i	30	7%	-4%	2%	-5%	6%	9.0	73	x	x	0.3%
O=C(CNC(=O)c1ccc(S(=O)(=O)N2CCCCC2)cc1)N/N=C/c1ccco1	i	61	1%	-1%	6%	5%	25%	-2.1	72	-5	657	-0.3%
N#CC1=C(N)NC(SCC(=O)O)=C(C#N)C12CCCC2	i	46	7%	-9%	-26%	8%	4%	-0.6	71	x	x	0.2%
O=C(Nc1ccc(-c2csc(-c3ccccc3)n2)cc1)c1ccccc1	i	10	11%	-6%	0%	2%	0%	2.2	83	x	x	0.0%
Cc1ccc(NC(=O)NC(=O)CN2CCN(c3ccc(O)cc3)CC2)c(C)c1	i	30	8%	-7%	6%	65µM*	24%	-0.8	51	6	828	-0.3%
Oc1ccc(-c2cn3ccccc3n2)cc1	i	29	-10%	2%	-19%	u	>100µM*	1.6	47	18	701	-0.3%
CCOC(=O)C1CCCN(C(=O)c2cc3ccccc3oc2=O)C1 (stereo not given)	i	41	4%	-4%	-2%	-13%	6%	0.8	43	9	649	-0.1%
Cc1ccccc1C(=O)Nc1cc(-c2cc(C(C)(C)C)oc2C)nn1C	i	37	-5%	-3%	-23%	-2%	10%	3.8	45	1	653	-0.2%
CCOC(=O)c1oc2ccccc2c1NC(=O)c1cc(OC)cc(OC)c1	i	12	8%	-4%	-3%	3%	6%	2.3	60	x	x	0.5%

With a hit mark in Rac1 GTP hydrolysis (from the list above):
Molecule | T cell HTS | T cell HTS vesicle-bound % | LYP inhibition | GPR35 antagonists | Rac1 GTP hydrolysis | Large T inhibition
Cc1ccc(NC(=O)NC(=O)CN2CCN(c3ccc(O)cc3)CC2)c(C)c1 | i | 30 | -7% | 6% | 65µM* | 24%

Further results follow.
SMILES	T cell HTS	T cell HTS vesicle-bound %	GPR55 antagonists	LYP inhibition	GPR35 antagonists	Rac1 GTP hydrolysis	Large T inhibition	NTR1 ag	NTR1 ag cell count 20 µM	Hep lipid drop	Hep lipid drop cells 6.5 µM	GPR55 activation
COC(=O)c1ccc(OCC(=O)c2ccc(C)c(C)c2)cc1	i	37	3%	-3%	15%	1%	11%	2.4	53	2	643	-0.2%
CCCCC(=O)NCCNc1nc2c(c(=O)n(C)c(=O)n2C)n1Cc1ccc(F)cc1	i	28	6%	-14%	-8%	7%	20%	1.0	93	x	x	0.2%
Cc1c(CCC(=O)O)c(=O)oc2c(C)c3occ(-c4ccc(Br)cc4)c3cc12	i	27	2%	3%	-13%	16%	29%	0.4	94	39	696	-0.1%
Cc1cc(C(=O)NCC23CC4CC(CC(C4)C2)C3)c(C)o1	i	48	73%*	-2%	1%	x	3%	0.1	39	2	643	-0.1%
Cn1c(=O)oc2cc(S(=O)(=O)NCc3ccc(F)cc3)ccc21	i	62	7%	-9%	-4%	6%	9%	-1.3	63	-15	684	-0.2%
COC(=O)c1c(C(=O)OC)c(-c2ccc(Cl)cc2)n2c1CS(=O)(=O)C2	i	30	10%	-3%	-10%	x	4%	0.5	83	14	656	1.0%
CC(=O)c1cccc(N(C(=O)CNC(=O)c2cccs2)C(C(=O)NCC2CCCO2)c2ccccc2)c1 (stereo not given)	i	44	5%	-9%	-7%	0%	4%	1.6	50	-13	749	0.0%
CCOC(=O)N1CCC(NC(=O)c2ccc3c(c2)sc2nc(-c4ccc(OC)cc4)cn23)CC1	i	27	7%	-4%	6%	x	11%	0.6	35	x	x	-0.1%
O=C(CCN1C(=O)c2ccccc2S1(=O)=O)N1CCN(c2ccccc2)CC1	i	2	30%	-5%	0%	11%	-1%	0.9	74	x	x	-0.2%
COc1ccc(NC(=O)c2nn(C)c(=O)c3ccccc23)cc1S(=O)(=O)Nc1ccccc1Cl	i	13	2%	3%	-11%	8%	-2%	2.2	52	-3	702	-0.2%
COc1cccc(-c2nnc(SCN3C(=O)c4ccccc4C3=O)n2C)c1	i	50	8%	-2%	5%	3%	2%	-2.1	59	x	x	0.5%
CC1=C(C(=O)OC(C)C)C(c2c(O)ccc3ccccc23)NC(=O)N1 (stereo not given)	i	9	24%	-10%	-15%	0%	2%	-0.6	63	x	x	-0.2%
CCOc1ccc(CCNC(=O)COC(=O)c2cc(OC)c(OC)cc2[N+](=O)[O-])cc1OCC	i	41	x	x	x	-1%	21%	1.6	64	x	x	x
O=C(Nc1ccsc1C(=O)O)c1ccccc1	i	28	5%	-4%	6%	x	9%	-0.7	78	x	x	-0.1%
O=S(=O)(Nc1ccc(F)cc1Cl)c1ccc(-c2cnc(C3CC3)o2)cc1	i	13	-6%	-7%	-25%	3%	4%	0.9	46	-123	428	0.3%
Cc1cc(C(=O)CN2CCCCC2)c(C)n1-c1ccc(F)cc1	i	30	10%	0%	7%	-10%	4%	0.6	60	-16	644	-0.1%
O=C(CN1CCN(Cc2ccccc2)CC1)NC(c1ccccc1)c1ccccc1	i	25	0%	1%	0%	77µM*	13%	-1.2	67	28	636	-0.1%
O=C(Nc1nnc(CCc2ccccc2)s1)c1ccc(F)cc1	i	52	6%	-7%	10%	3%	9%	0.9	73	x	x	0.6%
CCc1ccc2c(c1)CCCN2C(=O)c1ccccc1C(=O)O	i	58	4%	-7%	6%	5%	8%	0.3	87	-8	724	0.2%
